RmlCD inh mix = mixture blocks RmlC and RmlD coupled enzyme activity; RmlC/RmlD coupled enzyme inhibition, 384-well mixture HTS; inhibition, % at 5.5 µM; 110,000 compounds, 0.39% hits; AID 1532; in the data active = inhibition above about 30%, passing the limit was not always enough; also: strong numbers were not always called active
RT RNaseH block = blocks HIV-1 RNase H cleavage of RNA/DNA duplex | P04585 | RT-RNase H RNA/DNA duplex cleavage, fluorescence | inhibition, % at 10 µM | 65,000 compounds, 1.9% hits; in the data active = inhibition above about 50%
Active calls of the source: *; / = not tested or not shown.

SMILES	RmlCD inh mix	RT RNaseH block
CN(Cc1ccccc1)S(=O)(=O)c1ccc(S(=O)(=O)N(Cc2ccc(F)cc2)C2CCCC2)cc1	6	/
CCOc1ccc(C(=O)/C=C/c2ccc(SC)cc2)cc1	9	/
Cc1ccc(NC2c3ncccc3C(=O)N2C2CCCCC2)cc1C (stereo not given)	12	14
Nc1ccc(Oc2ccc([N+](=O)[O-])cc2[N+](=O)[O-])cc1	-7	/
COc1cc(C(=O)O)c2c(c1C)OC(=O)c1c(C)cc(O)c(C=O)c1O2	3	/
O=c1cc(O)nc(SCc2ccccc2)[nH]1	-68	0
CCOC(=O)c1csc(NC(=O)c2cc(OC)c(OC)c(OC)c2)n1	-10	-7
COc1ccccc1N1CCN(c2ncnc3c2oc2ccccc23)CC1	-13	8
O=c1cccc2n1CC1CC2CN(Cc2cccc(Cl)c2Cl)C1 (stereo not given)	-15	-27
COc1ccc(N2C(=O)CCC(C(C)=O)=C2C)cc1	6	-3
COc1ccc(-n2ccsc2=S)cc1	3	-12
CCOC(=O)CSCC(=O)Nc1ccc(S(=O)(=O)N2CCCCC2)cc1	8	/
CC(=O)Nc1ccc(N2CCCCC2)c(C(=O)Nc2cccc(C)c2)c1	1	/
COCCNC(=O)CSc1nc(-c2ccc(OC)c(OC)c2)cc(C(F)(F)F)n1	-11	-2
COC(=O)c1ccc2c(=O)n(CCCN3CCCC3=O)c(=S)[nH]c2c1	6	11
N#C/C(C(=O)N1CCCCC1)=C1\Nc2ccccc2S1	-11	-5
CC(C)(C)NS(=O)(=O)c1ccc(CCC(=O)Nc2cc(Cl)ccc2Oc2ccccc2)cc1	6	/
Clc1ccccc1-c1nc(-c2ccccc2)n[nH]1	-34	0
COc1ccccc1-n1c(CNC(=O)c2ccco2)nnc1SCC(=O)Nc1ccc(F)cc1	-7	-12
CCn1c2ccccc2c2cc(NC(=O)C(C)C)ccc21	8	/
COc1cccc([C@@]2(O)CCCC[C@@H]2CN(C)C)c1	-20	/
Cc1ccc(Cl)cc1NC(=O)COC(=O)CC1CC2CCC1C2 (stereo not given)	3	/
CCN(CCCNC(=O)CCCCn1c(=O)[nH]c2ccccc2c1=O)c1ccccc1	6	2
COc1ccccc1OCCOc1ccccc1/C=N/n1cnnc1	10	-28
CCNC(=O)CC1C(=O)N(CC)C(=S)N1NC(=O)c1ccc(Cl)cc1 (stereo not given)	16	/

Whole records, looked up by structure. Values in the order: RmlCD inh mix, RT RNaseH block
`CCOC(=O)CSCC(=O)Nc1ccc(S(=O)(=O)N2CCCCC2)cc1` in the list: 8, /
`COc1ccccc1N1CCN(c2ncnc3c2oc2ccccc23)CC1` in the list: -13, 8
`Clc1ccccc1-c1nc(-c2ccccc2)n[nH]1` in the list: -34, 0

Part of the list above, in markdown:
| Structure | RmlCD inh mix | RT RNaseH block |
| --- | --- | --- |
| COc1cc(C(=O)O)c2c(c1C)OC(=O)c1c(C)cc(O)c(C=O)c1O2 | 3 | / |
| O=c1cc(O)nc(SCc2ccccc2)[nH]1 | -68 | 0 |
| CCOC(=O)c1csc(NC(=O)c2cc(OC)c(OC)c(OC)c2)n1 | -10 | -7 |
| COc1ccccc1N1CCN(c2ncnc3c2oc2ccccc23)CC1 | -13 | 8 |
| O=c1cccc2n1CC1CC2CN(Cc2cccc(Cl)c2Cl)C1 (stereo not given) | -15 | -27 |
| COc1ccc(N2C(=O)CCC(C(C)=O)=C2C)cc1 | 6 | -3 |

Next part:
SMILES	RmlCD inh mix	RT RNaseH block
COc1cc(S(=O)(=O)N(Cc2cccnc2)Cc2ccco2)ccc1-n1cnnn1	-7	-4
O=C(Nc1ccccc1C(=O)O)c1ccc2ccccc2n1	-9	2
O=Cc1ccc2oc3nc4n(c(=O)c3c(=O)c2c1)CCCS4	16	/
CC1=C(C#N)C(C(F)(F)F)(C(F)(F)F)N=C(c2ccco2)N1	-24	-20
CCCCC(SCC(=O)Nc1ccccc1)C(=O)O (stereo not given)	-10	5
O=c1cc2c(nn1Cc1ccccc1Cl)-c1ccccc1CC2	-12	/
O=[N+]([O-])c1cc(F)c(N2CCCCC2)cc1N1CCOCC1	-6	/
O=C(O)CC(NC(=O)OCc1ccccc1)c1ccccc1 (stereo not given)	-9	2
CCCCCC(=O)Nc1nc(C)c(-c2csc(Nc3ccc(Cl)cc3)n2)s1	6	/
O=C(Cc1ccccc1)N(c1ccc(F)cc1)C1C=CS(=O)(=O)C1 (stereo not given)	7	-11
O=C(Nc1nnc(-c2ccc3c(c2)CCCC3)o1)C1CCCCC1	-5	45
CC1CCN(c2ccc(NC(=S)NC(=O)c3ccc(-c4cccc([N+](=O)[O-])c4)o3)cc2)CC1	10	/
Cc1nnc(Oc2ccccc2)c2ccccc12	-6	-17
c1ccc(Cn2nnnc2C(c2ccncc2)N2CCOCC2)cc1 (stereo not given)	-186	-3
Cc1cccc(N2CCN(C(=O)Cn3nc(Cc4ccncc4)c4ccccc4c3=O)CC2)c1C	-8	-10
O=C(CN(Cc1ccccc1)C(=O)c1ccc2c(c1)OCCO2)NCc1ccc2c(c1)OCO2	-10	-6
COC(=O)c1sccc1NC(=O)c1ccc(OC)c(OC)c1	-5	/
CCc1ccc(OCc2nnc(SCC(=O)N3CCN(c4ccccc4)CC3)o2)cc1	9	/
CCC1Oc2ccccc2N(CC(=O)NCCCN2CCC(C)CC2)C1=O (stereo not given)	-41	2
CCOC(=O)N1CCN(CCC(=O)Nc2ccc(C)cc2)CC1	7	-1
COC(=O)c1ccc2c(c1)C(C)(C)C(/C=C/c1ccc(OC)c(OC)c1OC)=[N+]2C	45*	/
CCCCCCNC(=O)CC(c1ccccc1)c1cc(Br)ccc1O (stereo not given)	5	/
O=C(NC(c1ccc(Cl)cc1)P(=O)(Oc1ccccc1)Oc1ccccc1)OCc1ccccc1 (stereo not given)	-12	/
COc1ccc(C(=O)/C=C/Nc2ccc(C)cn2)cc1OC	-4	/
COCc1nnc(NS(=O)(=O)c2ccccc2)s1	-1	-9
SMILES	RmlCD inh mix	RT RNaseH block
COc1ccccc1C(=O)Nn1c(C2CCC2)nc2ccccc2c1=O	4	-1
O=C(Nc1cccc(-c2cnc3ccccc3n2)c1)c1ccco1	8	26
CC(C[N+](C)(C)C)OC(N)=O (stereo not given)	-4	-1
O=C(CCCCCn1c(=O)[nH]c2ccccc2c1=O)N1CCN(Cc2ccc3c(c2)OCO3)CC1	6	-9
O=C(O)c1ccccc1S	/	9
CCOC(=O)N1CCC(NC(=O)CCC(=O)N2CC(C)Oc3ccccc32)CC1 (stereo not given)	/	-10
C=C(C)COc1ccc(-c2[nH]ncc2Oc2ccccc2OCC)c(O)c1	-8	25
CSc1ccc(C(=S)N2CCN(Cc3ccccc3)CC2)cc1	-8	/
C#CCSc1nnc(-c2cc3c(C(F)(F)F)nn(C)c3s2)n1C	-18	/
COCCCn1c(CCC(=O)O)ccc1-c1cccs1	5	1
CCOc1cc(C(=O)NCc2ccncc2)cc(OCC)c1OCC	3	-13
O=C(c1ccccc1CCc1ccccc1)N1CCN(c2ccccn2)CC1	4	-1
COc1ccc(NC(=O)C2(c3ccc(NC(=O)c4ccc(OC(C)=O)cc4)cc3)CCCC2)cc1	16	/
O=C(Nc1ccc2c(c1)OCO2)OCc1ccccc1	9	-46
CCC(=NCc1ccc2c(c1)OCO2)c1c(O)n(C2CCCCC2)c(=O)[nH]c1=O	9	-15
CN1CCCC1CCNc1ccc2sc3ccccc3c(=O)c2c1 (stereo not given)	-11	/
Cc1cc2ncn(S(=O)(=O)c3ccc(S(=O)(=O)N4CCOCC4)cc3)c2cc1C	-5	20
CC1CCCC(NC(=O)CCCn2c(=O)[nH]c3cc(Cl)ccc3c2=O)C1C (stereo not given)	8	/
O=S(=O)(NCc1cccnc1)c1ccc(Cl)c(Cl)c1Cl	-7	-35
O=C(NC1CCCc2ccccc21)c1ccc(=O)[nH]c1 (stereo not given)	2	/
COc1ccc(-c2nc(-c3cccs3)c(-c3cccs3)[nH]2)cc1OC	-16	/
CCC(=O)NCCc1cc2ccc(C)cc2[nH]c1=O	-3	26
Cc1ccc(S(=O)(=O)Cc2ccc(C(=O)NCc3ccc4c(c3)OCO4)o2)cc1	21	5
Cc1ccc(-n2ncc3c2ncn2c(C)nnc32)cc1C	-12	-8
CC1=C(C(=O)N(C)Cc2ccccc2)C2(CCC(C)CC2)OC1=O (stereo not given)	-14	-3
SMILES	RmlCD inh mix	RT RNaseH block
CC(=O)Nc1ccc(S(=O)(=O)N2CCN(C(=O)Cc3ccccc3)CC2)cc1	6	5
O=C(Nc1ccccc1)C1CCCN(S(=O)(=O)c2ccc(-n3cnnn3)cc2)C1 (stereo not given)	-3	/
O=C(CSc1c2c(nc3ccc(Cl)cc13)CCCC2)NCc1ccco1	8	/
CCN(CC(=O)Nc1ccccc1C(=O)OC)S(=O)(=O)c1ccccc1	10	2
COC(=O)C1N[C@@H]([C@@H](NC(=O)COc2ccccc2)C(=O)NCc2ccsc2)SC1(C)C (stereo not given in full)	7	/
CCC(=O)N1CCc2cc(S(=O)(=O)NCCC(=O)N3CCc4ccccc4C3)ccc21	-10	-9
CCOC(=O)C1=C(c2ccccc2)NC(SCC)=C(C#N)C1c1cccnc1 (stereo not given)	4	/
O=C(N=C1SCC(=O)N1c1ccccc1)c1ccco1	-10	/
O=C(O)c1cc(-c2ccccc2)nn1CC1CC(c2cccnc2)=NO1 (stereo not given)	3	/
CCCn1c(SCC(=O)Nc2nnc(CC)s2)nc2c1c(=O)n(C)c(=O)n2C	/	-3
Cc1ccc2[nH]c(SCC(=O)N3CCOCC3)nc2c1C	0	/
C=CCc1c(C)nc(SCCC)[nH]c1=O	1	-1
Cc1nc(SCC(=O)NCc2ccccc2)c2c(=O)n(C)c(=O)n(C)c2n1	-6	-9
C=CCN1CCN(c2ccncc2S(=O)(=O)N2CCOCC2)CC1	2	/
Cc1ccc(NC(=O)c2cc(-c3ccc(C)o3)nc3ccccc23)cc1	-11	/
CC(=C/C(=O)O)/C=C/c1ccc(Cl)o1	-5	/
Cc1cc(C(=O)Nc2nnc(C(F)(F)F)s2)no1	-4	-8
COc1cc(NC(=O)c2ccco2)c(OC)cc1NC(=O)CCC(=O)Nc1cccc(C)c1C	10	-1
COc1ccc(N(C)S(=O)(=O)c2cccc(C(=O)NC3=NCCS3)c2)cc1	5	-6
CCN(CC)C(=O)CN1CCN(c2ncccn2)CC1	/	0
CCNC(=S)N/N=C1\C(=O)c2cccc3cccc1c23	2	/
CCOC(=O)c1oc2cc(O)cc(O)c2c(=O)c1OCc1ccccc1	7	/
Cc1c(C(=O)Nc2ccc(N3CCOCC3)cc2)oc2ccccc12	3	-6
COc1ccc(-c2nc3scc(-c4ccccc4)n3n2)cc1	-10	-5
O=C(COc1ccccc1Cl)NC(=O)NC1CCCC1	3	-5

Another view of four compounds above.
Order of results – RmlCD inh mix	RT RNaseH block
CCN(CC)C(=O)CN1CCN(c2ncccn2)CC1
→ /	0
Cc1nc(SCC(=O)NCc2ccccc2)c2c(=O)n(C)c(=O)n(C)c2n1
→ -6	-9
O=C(N=C1SCC(=O)N1c1ccccc1)c1ccco1
→ -10	/
O=C(CSc1c2c(nc3ccc(Cl)cc13)CCCC2)NCc1ccco1
→ 8	/

(more compounds)
SMILES	RmlCD inh mix	RT RNaseH block
CCCCC1CC1C(=O)Nc1ccc(OC)c(OC)c1 (stereo not given)	3	-14
Cc1cc(OC(=O)c2cc(Cl)nc3ccccc23)ccc1Cl	4	/
O=C1CC(c2ccccc2)CN1C(=O)c1ccccc1 (stereo not given)	6	-2
CC(C)C(=O)N(Cc1ccccc1)c1ccccn1	39	/
CCOC(=O)Cn1c(C)cc(=O)c2ccccc21	8	/
O=C(O)c1cn(-c2ccccc2)nc1-c1ccc(Cl)cc1	6	/
C=CCCN([C@@H](C)C(=O)OC)S(=O)(=O)c1ccccc1Br	0	/
Cc1cc(C)cc(C(=O)O/N=C(\N)c2ccc(Br)cc2)c1	11	/
S=C1SCN(Cc2ccccn2)CN1Cc1ccco1	7	52*
O=C(Cn1c(=O)n(CC2CCCO2)c(=O)c2ccccc21)N1CCN(c2ccccc2)CC1 (stereo not given)	-7	-14
CC(C)CCNC(=O)NC(=O)CSc1nnc(-c2ccccc2F)n1N	13	-8
COc1ccc(OCCSc2nnnn2C2CCCCC2)cc1	-13	-44
CCOC(=O)Cc1csc(NC(=O)CSc2nnc(-c3ccc(F)cc3)o2)n1	-2	11
NC(=O)CC12CC3CC(C1)CC(CC(N)=O)(C3)C2	-16	2
COc1ccc(-n2nc(C(=O)O)nc2-c2ccccc2)cc1	-4	/
CCOC(=O)C1=C(O)/C(=C\c2cccc(OC)c2)N=C1C	0	/
COc1ccc(C(C)NC(=O)c2ccccc2)cc1 (stereo not given)	6	/
CC(=O)Cc1nsc(NC(=O)c2ccc(-c3ccc(Cl)cc3Cl)o2)n1	-13	/
O=C(CSc1nnc(CCc2nc3ccccc3[nH]2)n1-c1ccccc1)NCc1ccco1	13	1
O=C(O)C1CC=CCC1C(=O)c1ccccc1 (stereo not given)	8	/
FC(F)Oc1cccc2cccnc12	5	-2
O=c1c2c3c(sc2nc2n1CCCCC2)CCCCC3	3	-22
O=C(CN1C(=O)CSc2ccccc21)N1CCc2ccccc21	/	-10
Cn1cccc1Cc1nnc(SCC(=O)Nc2ccc3c(c2)OCCO3)n1-c1ccc(F)cc1	-28	-15
Cc1cc(NC(=O)CCCSc2nc(-c3ccco3)cc(C(F)(F)F)n2)no1	-15	18
CC1(C)Cc2ccccc2-c2nnc(-c3ccco3)n21	2	/
CCOC(=O)C(CC)Sc1nnc2c3cc(C)ccc3n(C)c2n1 (stereo not given)	-4	/
CCO[C@@H]1OC(C(=O)NC2CC2)=C[C@H](c2csc3ccccc23)[C@H]1CCCO	26	/
COc1ccc(N2CN=C3SCC(=O)N3C2)cc1	-11	/
Cn1ncc(C#N)c1NC(=O)C1CC(c2ccc(Cl)cc2)=NO1 (stereo not given)	2	/

Some of the compounds tested; count on the stated rates, not on these rows.
